PTPN22 act – LYP phosphatase activators, primary screen, biochemical, DiFMUP fluorescence, 2 µM | activation, % at 2 µM | Tyrosine-protein phosphatase non-receptor type 22 (Homo sapiens), Q9Y2R2 | recombinant LYP; 0 = plate median, 100 = signal doubled | AID 697, 2007 | hit rate 0.11% among 96,000;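 active means activation at 2 µM above a set limit, the mean plus 5 SD, cut at about 37% in these data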
ERa SRC1 inh – ERα–SRC-1 coactivator interaction inhibitors, primary screen, biochemical, TR-FRET, ERα LBD, estradiol-bound; Estrogen receptor (Homo sapiens), P03372; TR-FRET ER-alpha LBD / SRC-1 peptide; inhibition, % at 25.6 µM; hit rate 1.7% among 86,000; in the data active means inhibition above about 50%;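 further: 0% = receptor plus peptide control and 100% = peptide only without receptor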
TNFa cytotox – cytotoxicity in TNFa-stimulated HUVEC, primary screen, cytotoxicity control for VCAM1 expression modulator project, imaging, Hoechst nuclei count. cell count reduction, % at 2 µM. AID 848, 2007. hit rate 0.17% among 93,000. HUVEC TNFalpha-stimulated, Hoechst cell count;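 active means cell count reduction exceeding the screen mean by over 5 SD, scaled to untreated wells per plate, cut at about 78% in these data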;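 further: cells counted after 24 h of TNF alpha exposure following the 1 h pretreatment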
Pyk2 oligo antag – antagonists of Pyk2 self-association, primary screen, Q293 cells, FERM NanoBiT luminescence, HTS; Protein-tyrosine kinase 2-beta (Homo sapiens), Q14289; stronger effect = lower value; z-score (the deposit names both 25 µM and 10 µM); hit rate 0.83% among 99,000; AID 1347419, 2020;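 active means Z-score of -3 or lower, scaled per plate to the spread of control and sample wells; inactive means z-score above -3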;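 further: negative z-score means lost luminescence so less FERM oligomerization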
Target sequence (Q14289 whole entry, looked up): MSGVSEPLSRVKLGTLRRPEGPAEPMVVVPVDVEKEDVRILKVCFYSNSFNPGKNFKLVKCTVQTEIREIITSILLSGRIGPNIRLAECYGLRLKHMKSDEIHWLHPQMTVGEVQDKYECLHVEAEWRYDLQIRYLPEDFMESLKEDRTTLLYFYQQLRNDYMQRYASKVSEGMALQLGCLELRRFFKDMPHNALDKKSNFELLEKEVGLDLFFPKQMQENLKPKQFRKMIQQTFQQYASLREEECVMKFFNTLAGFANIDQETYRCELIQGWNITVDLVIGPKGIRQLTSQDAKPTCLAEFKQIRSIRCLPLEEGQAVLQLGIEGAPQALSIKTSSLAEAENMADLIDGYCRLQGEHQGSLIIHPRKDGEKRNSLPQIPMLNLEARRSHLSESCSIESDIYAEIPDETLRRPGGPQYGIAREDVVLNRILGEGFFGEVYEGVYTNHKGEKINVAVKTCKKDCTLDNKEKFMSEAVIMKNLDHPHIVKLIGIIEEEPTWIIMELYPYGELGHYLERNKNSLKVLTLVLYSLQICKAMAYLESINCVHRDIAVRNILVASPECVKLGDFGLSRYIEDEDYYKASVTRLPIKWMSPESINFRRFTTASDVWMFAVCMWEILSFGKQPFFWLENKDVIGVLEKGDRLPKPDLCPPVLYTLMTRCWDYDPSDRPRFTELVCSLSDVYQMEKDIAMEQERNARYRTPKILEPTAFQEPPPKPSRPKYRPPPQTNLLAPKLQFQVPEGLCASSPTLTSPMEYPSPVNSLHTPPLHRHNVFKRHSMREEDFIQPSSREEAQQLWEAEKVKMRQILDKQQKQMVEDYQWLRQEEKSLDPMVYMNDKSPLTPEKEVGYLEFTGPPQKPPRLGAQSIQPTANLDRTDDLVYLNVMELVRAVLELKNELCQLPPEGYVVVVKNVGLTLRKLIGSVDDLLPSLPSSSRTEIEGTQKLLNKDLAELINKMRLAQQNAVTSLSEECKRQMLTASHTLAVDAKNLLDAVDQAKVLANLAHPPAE
HUVEC tox IL1B – cytotoxicity in IL-1B stimulated HUVEC, primary screen, cytotoxicity control for IL-1B NFkB translocation project, imaging, Hoechst nuclear count, IL-1B stimulus | HUVEC cell count loss | cell count reduction, % at 2 µM | hit rate 0.41% among 94,000;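 active means cell count reduction more than 3 SD above the screen-wide mean, cut at about 70% in these data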;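 further: normalized per plate to untreated control cells as the no-loss baseline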
FAK blocker – FAK kinase inhibitors, primary screen, biochemical. Focal adhesion kinase 1 (Homo sapiens), Q05397. hit rate 0.84% among 97,000. biochemical FAK kinase activity assay. inhibition, %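 (tested at 7 µM)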; in the data active means inhibition above about 19%;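 further: 0% = DMSO and 100% = reference compound high control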
LYP inh 2 – PTPN22 phosphatase inhibitors, primary screen, biochemical, DiFMUP fluorescence, 2 µM. Tyrosine-protein phosphatase non-receptor type 22 (Homo sapiens), Q9Y2R2. recombinant LYP catalytic domain. inhibition, % at 2 µM. hit rate 0.21% among 96,000. AID 640, 2007;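 active means inhibition at 2 µM at or above a set limit, the screen mean plus 3 SD, cut at about 24% in these data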;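 further: 0% = DMSO with enzyme and 100% = enzyme fully blocked by orthovanadate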
VCAM1 TNFa inh – inhibitors of TNFa-induced VCAM1 expression, primary screen, imaging, HUVEC, TNFa stimulus, immunofluorescence. HUVEC TNFa-induced VCAM-1 immunofluorescence, high-content imaging. inhibition, % at 2 µM. hit rate 0.48% among 95,000;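 active means inhibition above the batch mean plus 3 SD, with images confirmed as a hit by eye, cut at about 37% in these data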;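 further: 0% = TNF-stimulated DMSO wells and 100% = unstimulated control wells; not every result past the cut was called active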
F-actin modifier – modifiers of F-actin cytoskeleton organization, primary screen, imaging, HUVEC, phalloidin staining, high-content imaging; inhibition, % at 2 µM; hit rate 0.18% among 91,000; HUVEC TNFa F-actin phalloidin imaging; AID 836, 2007;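 active means inhibition above the batch mean plus 3 SD and confirmed as a hit by visual image inspection, cut at about 30% in these data, passing the limit was not always enough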; further: strong numbers were not always called active
Numbers without * were called inactive; . = no result given; [ ] = another dose, or the depositor's remark. Compounds were not picked by outcome; overall some 3.8% were active at least once.

compound	LYP inh 2	VCAM1 TNFa inh	ERa SRC1 inh	PTPN22 act	Pyk2 oligo antag	TNFa cytotox	F-actin modifier	FAK blocker	HUVEC tox IL1B
COC(=O)Cc1c(C)c2cc(Cl)c(OC(=O)c3ccco3)cc2oc1=O	-8.0	3.8	4.5	9.8	-0.22	-2.9	0.4	0.4	32.3
CCOC(=O)c1sc(=S)n(-c2ccccc2)c1SC	-2.5	17.8	.	6.7	-0.34	-0.6	11.7	-3.6	-26.0
CCOC(=O)C1=C(c2ccccc2)OC(N)=C(C#N)C1c1cccs1 (configuration not stated)	-6.6	-5.6	.	8.8	-1.08	-0.6	16.1	25.8*	-1.9
CCOC(=O)C1CCN(Cc2nc(-c3ccc(OC)c(OC)c3)no2)CC1	-7.1	2.7	1.2	4.5	0.64	-20.0	10.8	-3.3	-11.8
CC(C)CNc1nc(=S)nc(N(C)C)[nH]1	4.5	-11.8	.	-1.0	0.88	1.3	-11.3	2.0	20.6
CCN(CC)CCNC(=O)C(C)c1nn(C)c(=O)c2ccccc12 (configuration not stated)	-10.9	10.4	-9.6	7.1	0.78	4.0	-3.5	3.6	9.7
COc1ccc(OC)c(S(=O)(=O)NCc2ccccc2)c1	1.7	-1.1	-6.2	-2.1	-0.47	-10.5	.	-3.3	-3.5
Cc1ccc(Sc2c([N+](=O)[O-])ncn2C)cc1	-3.8	15.8	.	6.4	1.18	0.0	-18.4	-6.7	-52.4
O=C(Nc1ccccc1C(F)(F)F)c1cccnc1	-2.7	10.9	-9.7	1.5	-0.45	-25.3	.	-0.1	-64.7
O=C(CCc1ccc(S(=O)(=O)N2CCOCC2)cc1)Oc1ccccc1	4.8	-1.6	-7.1	-5.8	0.11	-21.5	21.3	0.6	-1.5
Cc1ccccc1CSCCNS(C)(=O)=O	1.6	3.4	26.5	0.8	0.54	-10.2	-11.2	0.5	-84.8
O=C(Nc1ccc(N2CCCCC2)cc1)c1ccc(F)cc1	-16.1	4.3	-0.8	20.7	-0.5	-4.3	11.3	1.9	-0.8
Cc1ccc(NC(=O)C2CCC(=O)N2)cc1C (configuration not stated)	5.9	-10.9	2.3	-2.0	-0.18	-8.6	-13.3	-11.1	-35.9
CCOC(=O)C1=C(c2ccccc2)Nc2ncnn2C1c1ccccn1 (configuration not stated)	-8.3	2.5	1.6	6.4	0.31	-17.3	10.6	1.0	-25.5
CCC(CC)C(=O)Nc1cccc(/C(C)=N\NC(=O)c2ccc(C)s2)c1	-1.8	2.8	.	4.0	-0.62	-16.7	12.8	5.6	7.8
CCOC(=O)c1nc(N2CCN(C(=O)OCC)CC2)c2c3c(sc2n1)CCCC3	4.2	-17.7	-4.4	-3.1	-1.29	-7.3	-3.4	-3.7	-44.3
Cc1c(C(=O)OC(C)C)sc(NC(=O)C2CCCO2)c1C(=O)OC(C)C (configuration not stated)	-10.2	15.6	0.3	9.8	-2.16	14.5	7.9	-0.9	19.2
Cc1cc2nc(CCN3CCOCC3)n(S(=O)(=O)c3ccc(C(C)(C)C)cc3)c2cc1C	1.0	-33.1	15.9	-1.2	-0.24	-10.1	7.6	-2.1	-3.0
O=C1C2CC=C(Cl)CC2C(=O)N1CCN1CCOCC1 (configuration not stated)	-9.6	-0.2	-1.1	8.3	0.07	-26.8	17.4	0.7	-16.8
Cn1c(=O)[nH]c(=O)c2c1nc(OC(=O)c1ccccc1)n2CC(O)COc1ccc(F)cc1 (configuration not stated)	12.2	9.9	1.7	-12.8	0.22	-18.0	11.9	2.2	-162.9
CC(C)C[C@H](NC(=O)Nc1cccc(C(F)(F)F)c1)C(=O)O	1.1	13.7	.	-3.5	-0.18	36.4	-4.6	1.0	-5.2
CCCC(=O)NC(=S)Nc1ccccc1OC	-6.1	-1.7	.	8.7	-0.63	0.0	-13.2	-1.5	-6.9
S=C(Nc1cccc2ccccc12)N1CCN(c2ncccn2)CC1	-4.7	-19.9	.	8.6	-1.27	-2.0	-13.6	-0.4	29.5
CNCc1ccccc1OCC(=O)Nc1ccccc1	10.7	6.2	10.8	-8.6	1.37	4.9	1.6	2.5	-12.7
CC(=O)N1CCN(C(=O)COc2ccc(Br)cc2)CC1	-0.9	4.0	-3.7	3.7	0.32	8.4	0.0	-7.3	10.6
Cc1cc(C)n(-c2nnc(C)n2NC(=O)c2cccc(Cl)c2)n1	-4.6	-8.8	-8.1	0.3	-0.34	-9.2	11.4	-1.6	-24.8
O=S(=O)(c1cccs1)N1CCCc2cccc(O)c21	9.4	-28.3	.	-13.1	-0.54	-14.9	29.7	1.0	-14.0
S=c1oc(-c2ccncc2)nn1CCc1ccncc1	-4.7	16.4	-5.2	4.6	1.07	-11.6	12.1	6.1	-46.3
COC(=O)c1cc2c(ccn2-c2ccc(F)cc2)n1CC(C)C	1.0	4.3	-4.2	0.7	-1.15	10.8	4.6	3.0	-6.0
COC(=O)c1c(NC(=O)C2CCCO2)sc2c1CCC2 (configuration not stated)	10.7	-10.6	3.1	-7.6	0.41	-47.3	.	0.4	-12.2
Cc1ccc(N=C(NO)c2nonc2N)cc1	-11.8	-11.1	0.0	10.8	-0.7	-21.6	10.4	-0.6	11.4
O=C(c1cc2cc(Cl)cc(Cl)c2oc1=O)N1CCOCC1	-2.6	-6.1	.	3.0	-0.55	-17.8	2.4	0.1	-17.8
CCOc1ccc(C(=O)Nc2ccc(N3CCN(C)CC3)cc2)cc1Br	6.7	-14.0	.	-9.6	-0.65	0.4	-3.5	18.3	4.5
Cn1ccnc1Sc1nc2c(c(=O)n(C)c(=O)n2C)n1C	2.3	-12.7	-5.7	-2.0	1.74	-19.8	25.3	0.7	.
CCn1cc([N+](=O)[O-])c(C(=O)Nc2ccc(Cn3nc(C)cc3C)cc2)n1	8.0	2.9	.	-4.2	0.62	-18.9	22.8	0.8	17.7
Cc1ccc(Nc2nc3c(c(=O)[nH]2)CCCC3)cc1	14.5	13.6	-23.9	-14.2	-0.02	-40.6	-2.5	0.5	-20.4
CCn1nc(C(=O)Nc2ccccc2C)c(Cl)c1Cl	7.1	9.6	.	-4.3	0.29	25.6	8.9	-12.6	-3.2
CCCCNC(=O)c1onc(CSc2ccccc2)c1C(=O)O	7.5	-15.9	.	-4.6	.	-14.0	5.3	-8.2	9.1
CCOc1ccc(NC(=O)CCSc2nnc(C)s2)cc1	8.6	14.3	-0.2	-6.6	1.81	-9.7	18.1	2.7	-30.6
O=S(=O)(/N=C/N1CCOCC1)c1ccc(Cl)cc1	-4.3	11.0	-8.1	6.7	0.32	-21.3	8.3	-0.2	16.4
O=C(c1nc2ncccn2n1)N1CCN(c2ccccc2)CC1	-5.0	-15.0	-4.4	2.8	-0.56	.	-2.4	0.5	-1.6
COCCN(C(=O)Cn1nnc2ccccc21)C(C(=O)NC1CCCCC1)c1ccc(OC)cc1OC (configuration not stated)	-1.3	-0.4	-41.5	-2.2	-0.01	-10.2	5.2	-0.1	47.6
Cn1c(=O)c2c(nc(CN3CCN(C(=O)c4ccco4)CC3)n2Cc2ccc(F)cc2)n(C)c1=O	-1.5	5.9	-7.7[fluorescence artefact?]	2.1	2.74	-34.6	9.8	0.8	-30.7
CCC(=O)Nc1sc(C(=O)N2CCCCC2)c(C)c1C#N	-6.0	4.0	10.2	4.4	-1.02	-13.5	-16.0	-11.9	-47.8
Nc1c(C(O)(C(F)(F)F)C(F)(F)F)cc(C(O)(C(F)(F)F)C(F)(F)F)c2ccccc12	6.7	-9.6	17.9	-0.7	-2.08	-20.3	15.4	2.3	9.5
FCCCOc1ccc(/C=N/OCc2c(Cl)cccc2Cl)cc1	-3.6	-2.2	.	7.8	-0.16	-25.7	-13.4	1.2	-73.0
NS(=O)(=O)c1ccc(CNC(=O)NC2(c3ccccc3)CC2)cc1	-3.1	12.1	3.7	-0.2	.	-11.3	-3.0	-4.2	6.4
CC(=O)C1=C(O)C=C(c2ccco2)CC1c1ccco1 (configuration not stated)	5.1	0.9	16.7[fluorescence artefact?]	-6.9	0.03	1.5	4.2	6.1	27.1
CC(C)c1ccc(OCC(O)Cn2cnc3ccccc32)cc1 (configuration not stated)	0.8	11.7	-10.8	-3.2	0.48	-29.4	0.6	5.2	-30.2
O=C(Nc1c(C(=O)N2CCOCC2)cnn1-c1ccccc1Cl)c1ccco1	-8.0	6.1	-3.7	4.3	-0.67	-12.9	-10.5	1.9	-10.9
C/C=C/Cn1c(Br)nc2c1c(=O)[nH]c(=O)n2C	-1.9	10.1	-2.7[fluorescence artefact?]	5.8	-0.34	-22.7	13.6	1.9	-1.3
Cc1cccc(NC(=O)CC2CCC2)c1	5.1	10.7	-2.0	-6.7	-0.03	-20.8	9.2	0.8	-110.3
O=C(C1CCN(Cc2cc(Cl)ccc2O)CC1)N1CCN(Cc2ccccc2)CC1	0.0	10.6	1.9[fluorescence artefact?]	-1.9	0.77	-45.9	8.1	-0.6	-27.1
Cc1nn(-c2ccc(C(F)(F)F)cn2)c(C)c1Oc1ccccc1O	-0.3	16.5	10.7[fluorescence artefact?]	2.4	-1.26	-16.3	-9.0	2.9	-20.6
COc1cc(OC)cc(C(=O)Nc2ncc3c(n2)CC(C)CC3=O)c1 (configuration not stated)	-2.1	8.6	-2.7	-1.0	-0.05	-27.4	3.0	2.7	-19.1
O=C(OCC1CC(c2ccccc2)=NO1)c1ccc(Cl)cc1 (configuration not stated)	0.1	-5.3	.	2.0	0.46	1.8	12.1	6.2	18.4
CCOC(=O)c1ccc(N2C(=O)CC(N3CCN(Cc4ccccc4)CC3)C2=O)cc1 (configuration not stated)	-1.9	-5.2	12.9	0.4	0.29	-10.2	7.6	0.1	-26.8
N#Cc1nc(COc2ccccc2)oc1NCCCn1ccnc1	3.2	4.4	-8.8	-4.5	-0.95	-14.3	-15.1	2.2	-6.0
CCn1nc2cc(C(=O)NCC34CC5CC(CC(C5)C3)C4)ccc2c1OC	5.2	15.6	.	-2.7	.	4.5	-21.3	0.5	-37.5
N#Cc1ccc(-n2nccc2-c2cnc3n(c2=O)CCS3)cc1	9.9	-1.1	-5.8	-9.0	0.64	12.7	-12.6	-1.8	7.5
CS(=O)(=O)N1CCN(C(=O)c2cc(-c3ccncc3)nc3ccc(Cl)cc23)CC1	-3.6	15.0	-0.5	2.2	-0.32	14.9	-3.5	-3.2	-14.2
CCSc1cc(C)nc2c(-c3ccc(Cl)cc3)c(C)nn12	-6.6	-3.7	-4.2	7.6	0.7	-11.6	0.3	1.2	-20.3
O=C(NC1CCCC1)c1ccc2nc(-c3ccco3)c(-c3ccco3)nc2c1	4.1	-0.9	93.6*[fluorescence artefact?]	-2.9	-0.15	-38.1	15.0	19.2*	-6.7
